TSHR antagonist: antagonists of human thyroid stimulating hormone receptor; P16473; TSHR-expressing cells, TSH-stimulated cAMP HTRF, 2 h; hits give low values; activity change, negative = inhibition, % at 11.5 µM; 330,000 compounds, 0.2% hits; AID 504810;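 active means activity change below a set negative limit, meaning inhibition stronger than a set level, cut at about -70% in these data; inconclusive means activity change between two set negative limits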; further: on the % scale 0 is the no-effect control and ±100 the full control effect
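Antagonism was scored as loss of TSH-driven cAMP in TSHR cells, stimulated with 4nM TSH (EC80) for 2 hours at 37 deg C and detected by homogeneous HTRF competition immunoassay.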
USP2a block: USP2a (human) protease inhibition; O75604; USP2 core, Ub-CHOP2 coupled fluorogenic reporter, 485/531; Potency, µM (highest dose often 38.3 µM), inactives show at the top dose activity change, negative = inhibition, usual class: inhibitors; 330,000 compounds, 0.01% hits; AID 463254;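 further: potency means the concentration at half of the fitted maximal effect; plate controls were DMSO wells for no effect and full inhibition by NEM control for full effect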
Target sequence (O75604 whole entry, looked up): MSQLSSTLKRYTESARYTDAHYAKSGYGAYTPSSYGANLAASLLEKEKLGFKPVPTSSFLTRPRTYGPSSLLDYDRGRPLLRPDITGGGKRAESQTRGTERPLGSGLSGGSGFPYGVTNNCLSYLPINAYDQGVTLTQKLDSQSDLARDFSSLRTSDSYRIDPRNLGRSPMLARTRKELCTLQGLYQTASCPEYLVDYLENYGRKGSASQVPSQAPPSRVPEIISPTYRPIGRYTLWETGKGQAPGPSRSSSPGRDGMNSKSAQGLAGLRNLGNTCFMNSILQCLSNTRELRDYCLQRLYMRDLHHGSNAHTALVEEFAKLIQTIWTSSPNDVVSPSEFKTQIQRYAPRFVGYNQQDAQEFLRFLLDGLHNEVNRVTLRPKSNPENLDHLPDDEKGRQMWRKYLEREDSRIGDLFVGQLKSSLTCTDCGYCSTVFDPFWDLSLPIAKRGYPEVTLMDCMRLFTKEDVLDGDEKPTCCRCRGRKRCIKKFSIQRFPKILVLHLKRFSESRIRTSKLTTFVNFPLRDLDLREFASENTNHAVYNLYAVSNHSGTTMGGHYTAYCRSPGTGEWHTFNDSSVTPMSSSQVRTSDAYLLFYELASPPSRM
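USP2 core (10nM final) preincubated 30min RT with compound in 20mM Tris-HCl pH 8.0, 2mM CaCl2, 2mM beta-mercaptoethanol, 0.05% CHAPS; 25nM Ub-CHOP2 plus 25nM reporter substrate added, fluorescence (Ex485/Em531) read after 60min.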
uPA generation: cell surface uPA generation inhibition; cell surface uPA generation assay, qHTS; Potency, µM (highest dose often 38.3 µM), for the others: top-dose activity change, negative = inhibition, usual class: inhibitors; 330,000 compounds, 0.31% hits; active means well fitted inhibition curve with a large enough effect; inconclusive means small, poorly fitted or top-dose-only effect; inactive means no such curve, though single readings can be large or run the other way; tested in mouse RAW 264.7 cells; further: potency means the concentration at half of the fitted maximal effect; on the % scale 0 is the no-effect control and ±100 the full control effect; nearly all actives have a fitted effect of over 55% in size
TCR act: T cell receptor activation | primary human leukocytes, anti-CD3, IL-2 HTRF, 48 h | Potency, µM (top dose mostly 9.22 µM), without a hit: at the top dose activation of IL-2 secretion, actives largely listed as activators | 330,000 tested, under 10 active; further: % of control where 0% means no effect
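Using a-CD3 beads without co-stimulation, primary human leukocytes were exposed to compounds for 48 hr. An HTRF IL-2 kit measured the cytokine, with europium-to-d2 energy transfer producing emission at 665nm upon 320nm excitation.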
Eya2 phos inh: inhibitors of human Eya2 phosphatase activity; O00167; recombinant Eya2, OMFP fluorescence dephosphorylation (OMFP is methylfluorescein phosphate); Potency, µM (top dose mostly 76.9 µM), for the others: at the top dose activity, negative = inhibition, hits mostly inhibitors; 330,000 compounds, 0.006% hits; AID 488837; further: potency means the concentration at half of the fitted maximal effect; on the % scale 0 is the no-effect control and ±100 the full control effect
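Eya2 (0.2 uM) preincubated 10 min at ambient with compound, then OMFP substrate added at 50 uM; 10 min reaction in 50 mM HEPES pH 7.5, 50 mM NaCl, 5 uM MgCl2, 0.05% BSA, 1 mM DTT. Fluorescence read at Ex 485/Em 525 nm.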
Chronic BCR inh: blocks chronic active B-cell receptor signaling; Potency, µM (titrated, usually from 46.1 µM), inactives show top-dose ratio change, negative = lower green/red ratio, usual class: inhibitors; 340,000 compounds, 0.05% hits; ABC-DLBCL IkBa-CBG/CBR reporter, luminescence ratio, 4 h; active means well fitted inhibition curve with a large enough effect in the signal ratio, with a control signal flat, not every such curve was filed as active; inconclusive means small, poorly fitted or top-dose-only effect, or effect the other way, or a change in a side signal; the % refers to the signal ratio;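 further: potency means the concentration at half of the fitted maximal effect; plate controls were basal doxycycline-induced cells for no effect and cells given 10 µM MG132 for full effect; MG132 reads +100%, hits lower the ratio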
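Cell line TMD8 (human ABC DLBCL), stably expressing tet-inducible CBG68-IkBa fusion and CBR; IMDM/0.5% FBS; cpd up to 46 uM; dox induction, 4 h, 37C/5% CO2; dual luminescence; green/red ratio; MG132 control.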
B2AR arrestin: agonists driving beta-arrestin recruitment to human beta2-adrenergic receptor; 330,000 compounds, 0.02% hits; P07550; Potency, µM (top dose mostly 46.1 µM), inactives show at the highest dose activation, actives largely listed as activators; beta-arrestin recruitment to beta2AR, cell-based reporter; AID 492947;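 further: potency means the concentration at half of the fitted maximal effect; 0% = DMSO controls and full agonism = EC100 isoproterenol or metaproterenol; nearly all actives have a fitted effect of over 65% in size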
Target sequence (P07550 whole entry, looked up): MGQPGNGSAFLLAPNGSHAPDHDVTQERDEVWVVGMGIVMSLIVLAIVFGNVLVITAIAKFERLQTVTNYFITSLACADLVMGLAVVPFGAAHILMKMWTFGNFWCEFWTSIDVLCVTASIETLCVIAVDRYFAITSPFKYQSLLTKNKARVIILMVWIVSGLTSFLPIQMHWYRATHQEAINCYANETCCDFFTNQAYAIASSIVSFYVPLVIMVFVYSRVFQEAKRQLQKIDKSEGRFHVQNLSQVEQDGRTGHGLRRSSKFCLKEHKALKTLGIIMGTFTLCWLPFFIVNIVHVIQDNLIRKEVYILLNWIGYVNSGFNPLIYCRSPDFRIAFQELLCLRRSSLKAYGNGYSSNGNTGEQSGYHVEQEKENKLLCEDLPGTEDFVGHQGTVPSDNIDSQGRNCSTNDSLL
TSG101-PTAP inh: blocks PTAP/TSG101 interaction to inhibit HIV-1 budding. Potency, µM (top dose mostly 115 µM), without a hit: at the highest dose activity change, negative = inhibition, hits mostly inhibitors. Q99816. 340,000 tested, under 10 active. AID 493005. Fluorescence polarization, FITC-PTAP peptide / Tsg101 binding; active means well fitted inhibition curve with a large enough effect in the main read-out, with a control signal flat, not every such curve was filed as active; inconclusive means small, poorly fitted or top-dose-only effect, or effect the other way, or a change in a side signal; inactive means no such curve, though single readings can be large or run the other way; further: potency means the concentration at half of the fitted maximal effect; % of control where 0% means no effect
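Tsg101 binding domain (10 uM final) was mixed with compound and a FITC-labeled PTAP peptide (50 nM final) in HEPES pH 7.5 buffer with NaCl, Tween 20, EDTA and TCEP; fluorescence polarization was read after 20 min at r.t.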
ELG1 repair inh: ELG1-dependent DNA repair inhibition. 330,000 compounds, 2.3% hits. HEK293T ELG1-luciferase reporter, luminescence, 16 h; DNA damage induced by 5-fluorouridine. Potency, µM (series often up to 46.1 µM), for the others: at the top dose activity change, negative = inhibition, actives largely listed as inhibitors; further: potency means the concentration at half of the fitted maximal effect; on the % scale 0 is the no-effect control and ±100 the full control effect; nearly all actives have a fitted effect of over 55% in size
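HEK293T cells expressing luciferase-tagged ELG1 (2,000/well) received 5-Fluorouridine plus compound or DMSO for 16 hr at 37 °C. Luciferase was read by ONE-Glo luminescence after 30 min at room temperature.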
Mito fusion yeast: mitochondrial division inhibition or fusion activation; S. cerevisiae fusion-defective mutant growth rescue, CellTiterGlo 48 h; Potency, µM (series often up to 46.1 µM), inactives show at the top dose growth rescue (activation), actives largely listed as activators; 320,000 compounds, 0.23% hits; AID 485298;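 further: potency means the concentration at half of the fitted maximal effect; % of control where 0% means no effect; nearly all actives have a fitted effect of over 45% in size; temperature-sensitive fusion mutants such as fzo1-1 at 37 °C on non-fermentable ethanol glycerol medium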
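Temperature-sensitive fusion-defective S. cerevisiae (e.g. fzo1-1, mgm1-5) were grown with compound in YPEG medium (3% ethanol, 3% glycerol) for 48 hours at 37C. Growth rescue was measured as viability by CellTiterGlo luminescence after 10 minutes at ambient.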
Tb PFK inh: blocks T. brucei phosphofructokinase. 330,000 compounds, 0.17% hits. Potency, µM (highest dose often 57.5 µM), inactives show top-dose activity, negative = inhibition, actives largely listed as inhibitors. O15648. T. brucei PFK, ADP-Glo luminescence. AID 485367;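 further: potency means the concentration at half of the fitted maximal effect; 0% = uninhibited 1x PFK enzyme wells and -100% = no-enzyme wells; nearly all actives have a fitted effect of over 60% in size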
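In TEA buffer at pH 8.0 with 5 mM MgCl2, enzyme (1.25 nM) converted F6P (0.5 mM) and ATP (0.1 mM) for 45 min at room temperature. ADP product was read by luciferase luminescence.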
Numbers without * were called inactive; ? = inconclusive; / = not tested or not shown; [ ] = dose if it differs, or a comment. Unless noted, the call rests on the fitted dose curve; in most records, active means well fitted curve in the direction sought with a large enough effect; inconclusive means small, poorly fitted or top-dose-only effect, or another doubt; inactive means no such curve, though single readings can be large; an effect the other way counts as inactive or inconclusive.

SMILES	TSHR antagonist	USP2a block	uPA generation	TCR act	Eya2 phos inh	Chronic BCR inh	B2AR arrestin	TSG101-PTAP inh	ELG1 repair inh	Mito fusion yeast	Tb PFK inh
Cc1cc2oc(C(=O)Nc3c(C)n(C)n(-c4ccccc4)c3=O)c(C)c2cc1Cl	10	3%	-7%	-5%[46.1 µM]	-3%	?	-0.3%	2%	-24%	0%	-1%
O=S(=O)(/N=C(/c1ccccc1)N1CCOCC1)c1ccc(F)cc1F	5	1%	10%	1%	-13%	?	-1.0%	-10%	?	/	-7%
COc1ccc(NC(=O)NC2CCCc3ccccc32)c(OC)c1 (configuration not stated)	-11	0%	-7%	2%	4%	0%	0.3%	-4%	-10%	-1%	-2%
O=c1[nH]cc(N2CCCCCC2)c(=O)[nH]1	-3	3%	2%	9%	-1%	3%	-0.9%	-4%	-8%	-2%	0%
COCCOC(=O)C1=C(C)NC(=O)NC1c1ccc(Cl)cc1 (configuration not stated)	-1	-1%	6%	-5%	0%	6%	-0.2%	-7%	-27%	0%	-3%
COc1ccc(Br)cc1S(=O)(=O)N1CCN=C1c1ccccc1	17	3%	14%	1%	-3%	-2%	-0.4%	-3%	2%	0%	3%
O=C(NCc1ccncc1)C(=O)NCC(c1ccco1)N1CCN(c2ccc(F)cc2)CC1 (configuration not stated)	-24	5%	-3%	-8%	-1%	1%	-0.4%	-3%	-8%	-3%	2%
COc1ccc(C=Nc2cccc3c(=O)[nH][nH]c(=O)c23)c2ccccc12	6	2%	/	-2%	7%	?	0.2%	-5%	16%	3%	7%
O=C(NCc1csc(-c2ccccc2)n1)c1cc(F)cc2c1OCOC2	4	-1%	3%	0%	-1%	-19%	0.2%	-2%	?	11%	-2%
CCc1cccc(C)c1NC(=O)C1CC=CCC1C(=O)O (configuration not stated)	2	-1%	-1%	-1%	14%	-4%	0.1%	-7%	16%	1%	-3%
O=c1oc2cc(O)ccc2cc1S(=O)(=O)c1ccccc1	49	-3%	-6%	4%	21%	-6%	-0.2%	3%	?	-6%	0%
Cc1ccc(O/C=C2\OC(=O)c3ccccc32)cc1	-1	0%	0%	-6%[46.1 µM]	-4%	5%	-0.1%	-5%	9%	0%	-6%
Cc1ccc(C)c(SCC(=O)OCC(=O)Nc2ncc(C(F)(F)F)cc2Cl)c1	1	2%	-3%	-9%[46.1 µM]	4%	1%	-1.0%	1%	13%	-1%	0%
CCCc1nnc(NC(=O)CSc2nnc(-c3ccco3)n2C)s1	14	1%	1%	-8%	-17%	?	-0.9%	-4%	2%	-5%	-13%
Cc1ccc(C)c(S(=O)(=O)N2CCCOC2CNC(=O)C(=O)NCc2ccncc2)c1 (configuration not stated)	-10	0%	16%	-2%	-4%	?	-0.3%	-1%	-4%	0%	-1%
CCOc1ccc2nc(SCC(=O)N3CCN(C(=O)c4ccco4)CC3)sc2c1	1	0%	-3%	-3%	-20%	21%	0.1%	-2%	?	-3%	1%
COCCCn1c(C)nnc1-c1cnn(-c2ccccc2)c1N	-2	2%	0%	6%	8%	-2%	0.0%	6%	-17%	-18%	-5%
O=C(CNS(=O)(=O)c1ccccc1)Nc1ccccc1Br	4	4%	-1%	-2%	3%	3%	0.3%	-2%	3%	1%	0%
O=C(CN1C(=O)NC2(CCCC2)C1=O)Nc1ccc(F)c([N+](=O)[O-])c1	-1	6%	0%	5%	-7%	?	0.0%	-1%	6%	-4%	-4%
COc1ccc(N2CCN(CC(O)COc3cc(C)cc(C)c3)CC2)cc1 (configuration not stated)	11	-4%	0%	-3%	-13%	-3%	0.0%	-1%	14%	-10%	-10%

Complete entries, quoted from the list. Order of screens: TSHR antagonist, USP2a block, uPA generation, TCR act, Eya2 phos inh, Chronic BCR inh, B2AR arrestin, TSG101-PTAP inh, ELG1 repair inh, Mito fusion yeast, Tb PFK inh
Entry for COc1ccc(N2CCN(CC(O)COc3cc(C)cc(C)c3)CC2)cc1 (configuration not stated) = 11, -4%, 0%, -3%, -13%, -3%, 0.0%, -1%, 14%, -10%, -10%
Entry for O=c1oc2cc(O)ccc2cc1S(=O)(=O)c1ccccc1 = 49, -3%, -6%, 4%, 21%, -6%, -0.2%, 3%, ?, -6%, 0%
Entry for O=C(NCc1csc(-c2ccccc2)n1)c1cc(F)cc2c1OCOC2 = 4, -1%, 3%, 0%, -1%, -19%, 0.2%, -2%, ?, 11%, -2%

Continued.
SMILES	TSHR antagonist	USP2a block	uPA generation	TCR act	Eya2 phos inh	Chronic BCR inh	B2AR arrestin	TSG101-PTAP inh	ELG1 repair inh	Mito fusion yeast	Tb PFK inh
COc1cc(C2NC(=O)NC(C)=C2C(=O)Nc2cccc(C)c2C)cc(OC)c1OC (configuration not stated)	11	0%	0%	-4%[46.1 µM]	-4%	10%	-0.1%	0%	4%	-3%	0%
CCOC(=O)c1c(C)[nH]c(C)c1C(=O)CSc1nc2ccccc2c(=O)n1-c1ccc(F)cc1	-4	-1%	2%	4%	-8%	-17%	0.2%	-3%	?	15%	8%
COc1cc(NC(=O)CN2CCN(c3ccccc3F)CC2)cc(OC)c1	-4	1%	2%	5%	2%	?	0.2%	-2%	?	-6%	0%
CC(=O)N[C@@H](Cc1c[nH]c2ccccc12)C(=O)OCC(=O)NCc1ccc2c(c1)OCO2	-12	2%	6%	0%	-3%	?	0.4%	0%	7%	-4%	5%
O=C(CN1C(=O)NC2(CCCCCC2)C1=O)NCc1ccco1	44	3%	-3%	2%	-9%	1%	-1.0%	-2%	13%	1%	2%[0.46 µM]
COc1ccc(Nc2ccc(C(N)=O)cc2[N+](=O)[O-])cc1	-10	-1%	3%	-2%	?	-5%	0.0%	-3%	?	4%	-4%
COC(=O)NNC(=O)C1CCC(C(=O)NNC(=O)OC)CC1 (configuration not stated)	9	1%	2%	-8%[46.1 µM]	-3%	1%	-1.4%	-12%	5%	-3%	-5%
Cc1ccc(NC2=NC(c3ccc(F)cc3)n3c(nc(C)cc3=O)N2)cc1 (configuration not stated)	-6	0%	4%	2%	-5%	9%	0.1%	-2%	-6%	1%	2%
Cc1nn(CC(=O)Nc2nc3ccccc3s2)c(C)c1[N+](=O)[O-]	-10	0%	-1%	-6%	-6%	-1%	-0.1%	-7%	20%	-2%	2%
CN(Cc1ccccc1)c1nc(N)c([N+](=O)[O-])c(NCc2ccccc2)n1	2	1%	-5%	-3%[46.1 µM]	2%	?	-1.2%	0%	-17%	11µM*	-2%
CCCOc1ccc(C2NC(=S)NC(c3ccccc3)=C2C(=O)Nc2ccc(C)cc2)cc1OC (configuration not stated)	-1	-14%	6%	1%[46.1 µM]	8%	?	-0.6%	-1%	-22%	-8%	-11%
CCSc1cc(N2CCCC2)nc(-c2ccc(C)cc2)n1	25	4%	3%	1%[46.1 µM]	0%	?	0.3%	-2%	4%	15%	0%
O=C(Nc1ccc2oc(-c3ccccc3Cl)nc2c1)c1cncc(Br)c1	2	0%	/	-2%	-12%	-3%	0.1%	-4%	?	2%	-5%
Cc1nc(N)sc1-c1csc(NCc2ccccc2)n1	19	0%	0%	2%	-6%	6%	0.2%	-3%	-17%	-4%	0%
Cc1ccccc1NC(=S)NCCc1ccc(S(N)(=O)=O)cc1	22	1%	5%	-3%[46.1 µM]	-2%	5%	-1.7%	-4%	-2%	-1%	-7%
COc1ccc(C(=O)Nc2ccc3c(c2)n(C)c(=O)n3C)cc1OC	4	1%	?	-5%	-7%	?	-0.8%	-3%	?	-1%	2%
Fc1ccc(NC(=S)NC2CCN(Cc3ccccc3)CC2)cc1	-2	2%	10%	5%	4%	-3%	-0.4%	-2%	-10%	2%	0%
CC12CCC(=O)N1C(C(=O)OCC(=O)Nc1cc(S(=O)(=O)N3CCCCC3)ccc1Cl)CS2 (configuration not stated)	-5	-2%	-3%	7%[46.1 µM]	-19%	?	-1.7%	-4%	-2%	11%	-4%

Source: PubChem (National Center for Advancing Translational Sciences (NCATS))
